High-throughput results from PubChem.
aGlu spleen mod = inhibits or activates alpha-glucosidase in human spleen homogenate. P10253. human spleen homogenate, 4-MU-alpha-glucoside fluorescence. Potency, µM (titrated, usually from 79.9 µM), without a hit: top-dose activity change, negative = inhibition, actives largely listed as inhibitors. 240,000 tested, 0.006% active. AID 2112;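 note: 0% = enzyme with vehicle and -100% = no enzyme basal signal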
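Human spleen homogenate (1 ug) incubated with compounds and 1 mM 4-methylumbelliferyl-alpha-D-glucopyranoside in pH 5.0 citrate/phosphate buffer, 37 C, 40 min. Stopped at pH 10; 4-MU fluorescence (Ex 365/Em 440 nm); AC50 by Hill fit.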
GAA glycogen = inhibitors or activators of human alpha-glucosidase glycogen cleavage. P10253. recombinant GAA, glycogen substrate, Amplex Red glucose oxidase fluorescence. Potency, µM (series often up to 76.4 µM), without a hit: top-dose activity change, negative = inhibition, most hits filed as inhibitors. 300,000 tested, 0.38% active. AID 2100;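 note: 0% = full enzyme reaction and -100% = no-enzyme basal signal; the screen sought inhibitors and activators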
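Recombinant human enzyme (4 nM); glycogen substrate; 37 C, 40 min, pH 5.0. Readout: coupled glucose oxidase/Amplex Red fluorescence.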
GLA spleen mod = inhibitors or activators of human alpha-galactosidase in spleen homogenate; P06280; human spleen homogenate, 4MU-alpha-Gal fluorescence, 40 min; Potency, µM (doses to about 80 µM), for inactives: at the top dose activity change, negative = inhibition, hits mostly inhibitors; 240,000 tested, 0.008% active;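 note: 0% = enzyme with vehicle and -100% = no enzyme basal signal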
Target sequence (P06280 32-429 limits assumed): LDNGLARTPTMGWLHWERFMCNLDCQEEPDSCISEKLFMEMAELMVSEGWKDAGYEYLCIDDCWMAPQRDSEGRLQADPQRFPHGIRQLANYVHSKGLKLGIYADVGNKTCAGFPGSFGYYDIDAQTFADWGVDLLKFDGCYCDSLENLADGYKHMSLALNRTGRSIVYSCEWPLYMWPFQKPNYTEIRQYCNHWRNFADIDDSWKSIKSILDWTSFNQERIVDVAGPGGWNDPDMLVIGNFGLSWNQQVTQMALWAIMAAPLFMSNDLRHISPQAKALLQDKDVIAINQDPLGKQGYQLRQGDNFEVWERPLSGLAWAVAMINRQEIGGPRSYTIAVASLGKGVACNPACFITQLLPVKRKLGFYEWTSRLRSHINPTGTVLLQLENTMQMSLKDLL
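Inhibition or activation of alpha-galactosidase in human spleen homogenate is scored by 4-MU fluorescence after 40 min at 37C, pH 5.0, with 1 mM substrate. AC50s come from concentration-response fitted to the Hill equation.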
HTT ATP protect = protects HTT-Q103 PC12 cells, measured by ATP | PC12 HTT-Q103 induced, cytoprotection, ATP luminescence, 40 h | Potency, µM (doses to about 56.4 µM), for inactives: cytoprotection (ATP increase), actives largely listed as activators | 230,000 tested, 0.14% active;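 note: % of control where 0% means no effect; nearly all actives have a fitted effect of over 45% in size; toxic huntingtin expression switched on by the ecdysone agonist tebufenozide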
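Readout: ATPlite luminescence (ATP level). Model: stable PC12, inducible Htt exon1 Q103-GFP. Inducer: tebufenozide, 100 nM final. Compounds: dose series. No G418 in medium.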
GAA inhib = inhibitors of human lysosomal alpha-glucosidase. purified human GAA, 4-MU-alpha-glucoside fluorescence. Potency, µM (top dose mostly 76.9 µM), for the others: top-dose activity change, negative = inhibition, most hits filed as inhibitors. 200,000 tested, 0.005% active;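 note: plate controls were uninhibited enzyme wells for no effect and no-enzyme background for full effect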
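Human alpha-glucosidase, 4 nM, pre-mixed with test compounds before 400 uM 4-methylumbelliferyl substrate; 20 min room temperature at pH 5.0. Fluorescence read after pH 10 stop; AC50 values from Hill-equation fits.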
Tau ThT inhib = blocks human tau fibril formation measured by thioflavin T. recombinant tau K18 P301L, heparin-induced fibrillization, ThT fluorescence. Potency, µM (series often up to 57.4 µM), inactives show at the highest dose activity, negative = inhibition, actives largely listed as inhibitors. 270,000 tested, 2.1% active; note: % is set by controls: 0 for no effect and ±100 for the full control effect; nearly all actives have a fitted effect of over 55% in size
Target sequence (P10636 561-689 P618L limits assumed): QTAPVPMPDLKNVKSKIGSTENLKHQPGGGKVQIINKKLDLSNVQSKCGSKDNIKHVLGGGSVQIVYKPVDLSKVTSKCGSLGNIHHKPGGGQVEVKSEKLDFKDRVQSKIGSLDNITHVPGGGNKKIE
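K18 P301L tau (15 uM + 0.24 uM Alexa 594-tagged), heparin 20 uM, NaOAc pH 7, 6 h 37 C; ThT 30 uM, 1 h RT, ex 450/em 510 nm.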
Tau fluor cs = counter-screen for tau fibril formation inhibitors. 280,000 tested, 0.93% active. tau K18 P301L (four-repeat tau fragment) Alexa594 fluorescence, heparin fibrillization. Potency, µM (series often up to 57.7 µM), for the others: top-dose activity change, negative = decrease. AID 1463; note: % is set by controls: 0 for no effect and ±100 for the full control effect; nearly all actives have a fitted effect of over 55% in size
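Human K18 P301L tau (15 uM unlabeled plus 0.24 uM Alexa 594-labeled, final) in 100 mM sodium acetate pH 7 was mixed with compound and 20 uM heparin and incubated 6 hr at 37 C.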
Tau fibril FP = tau fibrillization inhibition (FP). 280,000 tested, 0.39% active. Potency, µM (doses to about 57.7 µM), for the others: at the top dose activity, negative = inhibition, most hits filed as inhibitors. P10636. K18 P301L tau heparin fibrillization, Alexa594 FP, 6 h; note: % is set by controls: 0 for no effect and ±100 for the full control effect; nearly all actives have a fitted effect of over 55% in size
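Human tau K18 […] P301L fragment, 15 uM unlabeled plus 0.24 uM Alexa 594-labeled tau (final), with compound and 20 uM heparin in 100 mM sodium acetate pH 7; 6 hr at 37 C, then Alexa 594 FP read.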
* marks the source's active call; other numbers are inactive results; ? = inconclusive; · = not tested or not shown; & = joins results of further samples; [ ] = another dose, or the depositor's remark. Calls come from the whole dose curve; as a rule, active = well fitted curve in the direction sought with a large enough effect; inconclusive = small, poorly fitted or top-dose-only effect, or another doubt; inactive = no such curve, though single readings can be large; an effect the other way counts as inactive or inconclusive. Potency is the fitted concentration of half-maximal effect. This is a random part of the collection; overall some 3.3% were active at least once.

structure,aGlu spleen mod,GAA glycogen,GLA spleen mod,HTT ATP protect,GAA inhib,Tau ThT inhib,Tau fluor cs,Tau fibril FP
CCOC(=O)C1=C(C)OC(N)=C(C#N)C1c1cc(Cl)c(OCC(N)=O)c(OC)c1 (stereo not drawn),0.5%,4.0%,6.9%,-17.2%,-1.3%,-8.8%,-2.5%,-6.5%
CCCOc1ccc(C(=O)CCC(=O)OCC(=O)Nc2ccc(Oc3ccccc3)cc2)cc1,-0.1%,-0.2%,3.6%,-15.4%[10 µM],4.4%,?,-23.1%,-11.2%
Cc1cc(NC(=O)CCC(=O)N(CC(=O)NC2CCCC2)Cc2cccs2)no1,-9.4%,-14.3%,2.7%,-8.2%[10 µM],12.3%,-3.8%,-7.5%,-5.8%[2.34 µM]
CCOc1ccc(-c2cc3nc(C4CCN(C(=O)OC(C)(C)C)CC4)c(C(=O)Nc4ccc(C)c(F)c4)cn3n2)cc1,·,12.2%[76.3 µM],·,·,·,-2.4%,-6.5%,-2.3%
CC(C)(C)OC(=O)N[C@@H](Cc1ccccc1)c1nnc(SCC(=O)O)o1,1.3%,-1.2%,13.5%,-10.5%,1.8%,-4.6%,2.0%,4.9%
Cc1cccnc1CCNC(=O)CC1C(=O)NCCN1CC1CCCCC1 (stereo not drawn),8.2%,-2.2%,6.1%,2.8%[10 µM],8.2%,-2.3%,5.3%,-2.2%
COc1ccc(S(=O)(=O)C(C#N)c2nc3ccccc3nc2N2CCC(C)CC2)cc1 (stereo not drawn),-4.0%,-2.3%,-1.8%,-10.3%,0.3%,?,-8.2%,4.8%
O=C(c1cccs1)N(c1ccc(F)cc1)C1C=CS(=O)(=O)C1 (stereo not drawn),-5.8%,-18.8%,-1.4%,-27.9%,1.1%,-0.7%,1.0%,-0.2%
NS(=O)(=O)c1ccc(NC(=O)COC(=O)c2cc3ccccc3oc2=O)cc1,6.6%,5.0%,1.0%,4.3%[10 µM],·,-15.1%,-13.2%,-7.9%
COc1ccc(C)cc1NC(=O)CNc1ccc(C(C)=O)cc1,-0.5%,-7.8%,1.4%,7.0%[10 µM],0.6%,-13.5%,-15.5%,0.7%
O=C(CSc1nnc2ccc(-c3ccc(F)cc3)nn12)N1CCCC1,·,5.9%,3.0%,3.5%,0.7%,-5.4%,-6.9%,-8.6%
Cc1cc(C)nc(SCc2nnc(SCC(=O)OC3CCCCC3)o2)n1,-2.6%,6.4%,1.4%,-7.0%[10 µM],-0.7%,-7.7%,-4.6%,1.0%
CCOc1ccccc1C1NC(=O)NC(C)=C1C(=O)OC1CCCC1C (stereo not drawn),-15.2%,-4.3%,-2.0%,7.3%[10 µM],-0.3%,-8.2%,-2.3%,5.2%
CCn1ncc(Br)c1C(=O)Nc1ccccc1OC,-5.8%,4.6%,-2.5%,-32.4%[inhibitor],-1.8%,-7.6%,-12.4%,2.9%
O=C(Nc1ccc(F)c(F)c1)c1ccc(F)c(S(=O)(=O)N2CCC3(CC2)OCCO3)c1,2.6%,6.8%,6.8%,-67.5%[inhibitor],-9.9%,1.1%&12.5%,?,?
C/C=C/c1ccc(OCC(O)CN2CCCCCCC2)c(OC)c1 (stereo not drawn),-7.5%,4.6%,-3.0%,-27.7%,-19.1%,-8.6%,2.0%,-1.2%
COc1ccc(/C=N/NC(=O)c2ccc(Cl)c(S(N)(=O)=O)c2)cc1OCC(N)=O,-1.6%,-1.7%,-1.9%,-12.2%[10 µM],5.4%,-16.3%,-8.4%,-3.9%
O=S(=O)(c1ccc(F)cc1)N1CCN(CC(O)COCc2cccs2)CC1 (stereo not drawn),-4.1%,8.5%,-0.7%,21.1%[10 µM],-1.6%,-3.8%,3.7%,-4.3%
O=C1CSC(c2ccccc2)N1c1cccnc1 (stereo not drawn),-2.4%,9.0%,-12.1%,7.8%[10 µM],-8.2%,-12.1%,3.4%,0.3%
O=C1CCC(=O)N1c1ccc(S(=O)(=O)N2CCCC2)cc1,-7.6%,8.7%,-8.6%,-55.8%[inhibitor],2.8%,-2.1%,-5.9%,7.1%
N#Cc1nc(-c2ccc(COc3ccc(Cl)cc3)o2)oc1N1CCCCC1,·,-4.8%[76.3 µM],·,·,·,-11.4%,?,-6.4%
NNC(=O)c1ccc(CN2CCCCC2)o1,1.3%,?,0.0%,-21.5%,0.7%,0.6%,1.1%,0.7%
O=C(/C=C/c1ccc(Cl)c([N+](=O)[O-])c1)Nc1ccc(NC(=O)c2ccco2)cc1,-0.9%,7.9%,2.8%,-5.0%[10 µM],-0.5%,?,?,-13.4%
Cc1nc2ccccc2n1CC(=O)N/N=C\C=C\c1ccccc1,-4.9%,-1.1%,20.1%,-23.9%,-4.7%,-0.9%,-6.7%,-5.5%
CC(C)NC(=O)C1CCN(C(=O)c2ccc(-c3ccccc3)cc2)CC1,0.0%,2.4%,-0.8%,-25.2%,-1.8%,-3.2%,-6.1%,-1.2%

Molecules listed so far that have an aryl thioether with sulfur outside any ring (3):
structure,aGlu spleen mod,GAA glycogen,GLA spleen mod,HTT ATP protect,GAA inhib,Tau ThT inhib,Tau fluor cs,Tau fibril FP
CC(C)(C)OC(=O)N[C@@H](Cc1ccccc1)c1nnc(SCC(=O)O)o1,1.3%,-1.2%,13.5%,-10.5%,1.8%,-4.6%,2.0%,4.9%
O=C(CSc1nnc2ccc(-c3ccc(F)cc3)nn12)N1CCCC1,·,5.9%,3.0%,3.5%,0.7%,-5.4%,-6.9%,-8.6%
Cc1cc(C)nc(SCc2nnc(SCC(=O)OC3CCCCC3)o2)n1,-2.6%,6.4%,1.4%,-7.0%[10 µM],-0.7%,-7.7%,-4.6%,1.0%

(cont.)
structure,aGlu spleen mod,GAA glycogen,GLA spleen mod,HTT ATP protect,GAA inhib,Tau ThT inhib,Tau fluor cs,Tau fibril FP
O=C(Nn1c(C2CCCCC2)nc2ccccc2c1=O)c1ccc([N+](=O)[O-])cc1Cl,3.7%,11.2%,9.2%,-9.6%[10 µM],0.0%,-13.0%,-19.8%,4.5%
CC(=O)N1CC=CC1(CC(C)C)C(=O)NCc1cc(F)cc(C(F)(F)F)c1 (stereo not drawn),-3.7%&8.6%,3.2%,-20.7%&12.7%,-9.2%,-5.5%,6.4%&-4.1%,-3.6%&-11.9%,5.2%&-8.4%
CC(C)OC(=O)c1cccnc1N1CCN(c2cccc(Cl)c2)CC1,4.4%,-7.6%,7.3%,-15.8%[1.9 µM],1.7%,?,-19.0%,-1.0%
CCC(C)NCCOCCOc1ccc(Cl)cc1Br (stereo not drawn),9.7%,-0.4%,-7.4%,-7.3%,-8.0%[15.4 µM],-15.3%,-18.3%,-9.5%
CCOc1ccccc1N(CC(=O)Nc1c(C)n(C)n(-c2ccccc2)c1=O)S(=O)(=O)c1ccccc1,-1.5%,-4.9%,6.4%,-26.8%,-3.6%,-15.2%,-11.8%,-9.3%
Cc1cc(C)c(N(CC(=O)NC(C)(C)C)C(=O)CNC(=O)c2cccs2)c(C)c1,-3.0%,9.4%,-0.3%,10.7%[10 µM],-19.7%,5.8%,3.8%,-3.9%
Cc1nnc(NC(=O)CSc2nnc(CCc3nc4ccccc4[nH]3)n2C)s1,0.7%,1.8%,1.3%,-15.4%,5.7%,-13.4%,-8.4%,0.5%
O=C(CN(C(=O)CNS(=O)(=O)c1ccccc1)C1CCCC1)NCC1CCCO1 (stereo not drawn),1.5%,4.4%,-0.3%,-12.5%[10 µM],1.9%,-3.6%,0.7%,7.9%
CCCC(=O)NCCCc1nc2ccccc2n1CC,-0.5%,-1.8%,3.2%,-4.7%,3.8%,-2.9%,-1.2%,2.9%
Cn1ccs/c1=N\S(=O)(=O)c1ccc(F)cc1,2.4%,6.4%,1.3%,16.3%,-7.7%,8.9%,3.8%,-1.4%
Cn1c(N)c(C(=O)CSc2nc3ccccc3c(=O)n2Cc2ccccc2)c(=O)n(C)c1=O,-4.4%,5.6%,-7.1%,-8.8%[10 µM],3.6%[15.4 µM],-11.6%,-13.3%,-2.2%
Cc1ccc(C(c2sc3nc(C)nn3c2O)N2CC(C)OC(C)C2)cc1 (stereo not drawn),1.4%,3.5%,-7.2%,38.4%[1.9 µM],-5.0%,-1.5%,4.8%,1.9%
CCOC(=O)c1ccc(NC(=S)Nc2ccccn2)cc1,3.6%,-2.1%,1.7%,-9.4%[10 µM],7.7%,-13.5%,-11.3%,-11.9%
NS(=O)(=O)c1cc(C(=O)N2CCc3ccccc32)c(Cl)cc1Cl,-4.0%,0.2%,-4.5%,4.1%,-0.8%,-13.6%,-9.5%,-2.9%
CC(NC(=O)CCc1nnc(-c2ccccc2)o1)c1ccccc1 (stereo not drawn),-4.5%,3.6%,2.7%,-6.4%[10 µM],13.9%,8.5%,6.1%,0.1%
Cc1ccc2oc(C(=O)Nc3ccc(S(=O)(=O)N(C)c4ccccc4)cc3)cc(=O)c2c1,·,5.6%[76.3 µM],·,·,·,-5.8%,?,?
Cc1ccnc(SCc2nc3ccccc3s2)n1,-0.1%,-13.3%,1.0%,-7.4%,2.6%,-23.4%,-10.4%,-0.3%
Cc1oc2cc(O)cc(O)c2c(=O)c1-c1ccc2c(c1)OCCCO2,12.4%,-3.1%,-6.9%,-36.4%,11.0%,-12.7%,?,5.7%
C/C(CC(=O)N1CCCC1)=N\NC(=O)c1cc2ccccc2cc1O,-4.3%,?,-1.5%,12.2%[10 µM],·,12.6µM*,?,-15.3%
Cn1c(NCCCN2CCOCC2)nc2c1c(=O)n(Cc1ccc(Cl)cc1)c(=O)n2C,1.5%,6.4%,10.4%,-8.7%,-6.6%,-13.9%,-16.6%,8.7%
COc1ccc(S(=O)(=O)N(C)CC(=O)Nc2cccc(C(C)=O)c2)cc1,-2.5%,-4.8%,-1.8%,2.5%,?,-11.7%,-5.2%,0.0%
